KCNK3 inh = human KCNK3 channel inhibitors, primary screen, CHO cells, FluxOR thallium flux, B-score | Potassium channel subfamily K member 3 (Homo sapiens), O14649 | FluxOR fluorescence; hits give low values | B-score at 10 µM | hit rate 0.84% among 340,000;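 active = B-score under library mean minus 4 SD, starting fluorescence ratio at most library mean plus 5 SD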;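 note: more negative B-score means stronger inhibition of thallium flux through KCNK3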
Target sequence (O14649 whole entry, looked up): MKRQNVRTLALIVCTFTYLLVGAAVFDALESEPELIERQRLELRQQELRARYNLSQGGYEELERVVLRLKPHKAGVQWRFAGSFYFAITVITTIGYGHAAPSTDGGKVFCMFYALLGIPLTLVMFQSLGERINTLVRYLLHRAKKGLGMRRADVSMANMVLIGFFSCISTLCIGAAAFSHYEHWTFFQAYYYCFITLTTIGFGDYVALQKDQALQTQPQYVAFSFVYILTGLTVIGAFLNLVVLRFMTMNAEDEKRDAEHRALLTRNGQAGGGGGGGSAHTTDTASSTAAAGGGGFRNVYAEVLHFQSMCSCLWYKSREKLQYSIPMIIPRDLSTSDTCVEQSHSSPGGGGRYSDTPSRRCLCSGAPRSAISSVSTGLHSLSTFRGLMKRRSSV
HDAC3 inh = HDAC3 deacetylase inhibitors, primary screen, biochemical, fluorescence, cell-free homogeneous; hit rate 0.15% among 320,000; recombinant HDAC3, fluorogenic peptide/trypsin coupled; AID 2718, 2010; inhibition, % at 8.3 µM; Histone deacetylase 3 (Homo sapiens), O15379; in the data active = inhibition above about 26%, passing the limit was not always enough
TMEM16A inh = TMEM16A chloride channel inhibitors, primary screen, cell-based, HTS; hit rate 1.2% among 310,000; Anoctamin-1 (Mus musculus), Q8BHY3; normalized B-score (activity score, 25-100; higher = stronger inhibition) at 10 µM; HEK293 TMEM16A/YFP iodide influx fluorescence, ionomycin;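 active = ratio plate-corrected score three or more library SD toward inhibition, starting fluorescence score within five deviations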;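 note: score derived from kinetic fluorescence span divided by baseline fluorescence per well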
RGS4 inh = RGS4 inhibitors, primary screen, cell-based, HEK293 M3R inducible RGS4, calcium flux; Regulator of G-protein signaling 4 (Homo sapiens), P49798; AID 463165, 2010; Fluo-4 calcium flux; hits give high values; triggered by carbachol at its EC20; hit rate 0.45% among 310,000; B-score at 10 µM;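 active = B-score, a plate-corrected calcium signal, over three deviations above library mean, with baseline fluorescence within five deviations of library mean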;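 note: RGS4 expression induced by doxycycline in cells with stable M3 receptor; B-score is computed from the integrated fluorescence ratio over baseline after carbachol; higher B-score means a larger calcium signal and so more RGS4 inhibition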
KCNQ1 block = inhibitors of human KCNQ1 channel, primary screen, cell-based, thallium flux, high-throughput; Potassium voltage-gated channel subfamily KQT member 1 (Homo sapiens), P51787; CHO-K1 KCNQ1, FluxOR thallium flux fluorescence; hits give high values; B-score at 10 µM; hit rate 1.3% among 310,000; AID 2642, 2010;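 active = compounds whose thallium flux B-score, printed positive for inhibition, exceeds three library SD while starting fluorescence stays within three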;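 note: channel opened by potassium depolarization with thallium stimulus after 20 min compound exposure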
Target sequence (P51787 whole entry, looked up): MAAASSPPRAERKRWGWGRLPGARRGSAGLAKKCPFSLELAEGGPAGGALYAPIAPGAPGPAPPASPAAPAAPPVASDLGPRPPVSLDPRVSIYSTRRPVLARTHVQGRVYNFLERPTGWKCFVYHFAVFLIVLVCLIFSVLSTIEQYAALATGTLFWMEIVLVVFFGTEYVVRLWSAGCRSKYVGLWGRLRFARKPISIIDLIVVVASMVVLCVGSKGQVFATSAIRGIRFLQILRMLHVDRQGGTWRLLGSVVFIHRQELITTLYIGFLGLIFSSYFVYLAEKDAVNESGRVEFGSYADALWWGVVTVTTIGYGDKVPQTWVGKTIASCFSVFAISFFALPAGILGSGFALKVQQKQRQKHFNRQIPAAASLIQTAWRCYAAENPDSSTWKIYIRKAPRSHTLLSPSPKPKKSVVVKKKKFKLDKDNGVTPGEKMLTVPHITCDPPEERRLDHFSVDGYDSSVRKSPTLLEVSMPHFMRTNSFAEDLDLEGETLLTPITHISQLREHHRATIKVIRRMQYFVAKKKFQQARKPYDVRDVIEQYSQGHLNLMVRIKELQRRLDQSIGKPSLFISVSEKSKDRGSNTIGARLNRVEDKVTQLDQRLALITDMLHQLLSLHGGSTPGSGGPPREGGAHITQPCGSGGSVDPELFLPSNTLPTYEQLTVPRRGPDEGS
RGS4 pot = RGS4 potentiators or activators, primary screen, cell-based, HEK293 M3R inducible RGS4, calcium flux. carbachol calcium flux Fluo4; hits give low values. hit rate 0.92% among 310,000. AID 463111, 2010. B-score at 10 µM;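 active = B-score of the integrated calcium signal more than 4 SD below the library mean, with starting fluorescence not abnormally high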;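 note: negative B-score means reduced calcium response which marks RGS4 activation or potentiation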
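Assay system: Inducible-RGS4 HEK293 cells carrying M3 receptor | Schedule: Compound preincubation 20 min at room temperature before agonist | Signal: Kinetic calcium fluorescence imaging with Fluo4-AM dye, 2 µM | Read-out basis: B score from integrated fluorescence ratio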
ANO1 activ = TMEM16A chloride channel activators or potentiators, primary screen, cell-based, HTS | Anoctamin-1 (Mus musculus), Q8BHY3 | HEK293 TMEM16A/YFP-H148Q/I152L, iodide quench fluorescence; hits give low values | B-score at 10 µM | hit rate 0.3% among 340,000;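 active = fluorescence-ratio B-score plate-corrected deviation score at least 3 library SD below zero, with starting fluorescence score within 5 deviations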;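 note: channel opened by trigger with iodide after compound preincubation; score built on the fluorescence ratio of max minus min over baseline; more negative score means more quench and so TMEM16A activation or potentiation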
KCNK9 block = KCNK9 potassium channel inhibitors, primary screen, HEK293 cells, thallium flux. AID 488922, 2010. FluxOR thallium flux fluorescence; hits give low values. hit rate 1.2% among 310,000. B-score at 10 µM. Potassium channel subfamily K member 9 (Homo sapiens), Q9NPC2;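 active = ratio B-score over 3 SD below the library mean, with starting fluorescence within 5 SD of its mean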;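 note: negative B-score means less thallium flux so channel inhibition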
hERG rescue = hERG rescue from dofetilide block, primary screen, cell-based, CHO-hERG, FluxOR thallium flux, dofetilide IC70; dofetilide IC70 present; activation (rescue from dofetilide block), less the hit threshold, % at 10 µM; hit rate 0.51% among 310,000;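 active = activation above the mean of controls blocked by dofetilide plus 5 SD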;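 note: thallium influx through hERG after potassium depolarization seen as dye fluorescence rise; in these data hits start at about 4.7%; inactives centre near -7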
KCNQ1 act = potentiators or activators of KCNQ1 channel, primary screen, cell-based, thallium flux, high-throughput; B-score at 10 µM; Potassium voltage-gated channel subfamily KQT member 1 (Homo sapiens), P51787; AID 2648, 2010; CHO-K1 KCNQ1, thallium flux FluxOR fluorescence; hits give high values; hit rate 0.35% among 310,000;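 active = fluorescence ratio B-score, a plate-corrected score, at least three library SD, with initial intensity B-score within 5 SD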
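assay system = CHO-K1 cells stably expressing KCNQ1 | medium = assay buffer, equal DMSO in all wells | timing = 37 °C overnight plating, 90-min dark dye load, 20-min compound pretreatment | measured by = kinetic FluxOR thallium fluorescence, 10-s 1-Hz baseline, 110-s post-stimulus read | measure = fluorescence change relative to baseline, converted to B score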
SKKanGAS inh = S. pyogenes SKKanGAS growth inhibitors in kanamycin, primary screen, streptokinase expression inhibitor project, SKKanGAS strain, BacTiter-Glo luminescence; hit rate 1.3% among 300,000; inhibition, % at 7.5 µM; 6 h; AID 1662, 2009;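 active = mean replicate score, as percent of positive control median, at least 50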;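 note: strain carries kanamycin resistance gene driven by streptokinase promoter and grows in 40 µg/ml kanamycin; loss of luminescence reflects streptokinase promoter inhibition or plain growth inhibition; 0% = median of DMSO wells and 100% = positive control at its reference dose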
Numbers without * were called inactive.

What do the screens show for `CC(C)OC(=O)CSc1nc(C(C)C)nc2ccccc12`?
KCNK3 inh: inactive; HDAC3 inh: 7; TMEM16A inh: inactive; RGS4 inh: inactive; KCNQ1 block: inactive; RGS4 pot: inactive; ANO1 activ: inactive; KCNK9 block: inactive; hERG rescue: -13; KCNQ1 act: inactive; SKKanGAS inh: 8

What do the screens show for `COc1ccc(N/C=C(\[N+](=O)[O-])S(=O)(=O)c2ccccc2)cc1`?
KCNK3 inh: inactive; HDAC3 inh: -2; TMEM16A inh: inactive; RGS4 inh: inactive; KCNQ1 block: inactive; RGS4 pot: inactive; ANO1 activ: inactive; KCNK9 block: inactive; hERG rescue: -4; KCNQ1 act: inactive; SKKanGAS inh: 5

What do the screens show for `CCCNC(=O)c1ccccc1NC(=O)C1COc2ccccc2O1` (stereo not drawn)?
KCNK3 inh: inactive; HDAC3 inh: 1; TMEM16A inh: inactive; RGS4 inh: inactive; KCNQ1 block: inactive; RGS4 pot: inactive; ANO1 activ: inactive; KCNK9 block: inactive; hERG rescue: -8; KCNQ1 act: inactive; SKKanGAS inh: 0

Results for Nc1nc(-c2cccnc2)nn1C(=O)c1ccc(Cl)cc1 ?
KCNK3 inh: inactive; RGS4 inh: inactive; KCNQ1 block: inactive; RGS4 pot: inactive; ANO1 activ: inactive; KCNK9 block: inactive; hERG rescue: -15; KCNQ1 act: inactive; SKKanGAS inh: 9

What do the screens show for `O=C(Cc1ccccc1)c1c[nH]c(C(=O)O)c1`?
KCNK3 inh: inactive; HDAC3 inh: -2; TMEM16A inh: inactive; RGS4 inh: inactive; KCNQ1 block: inactive; RGS4 pot: inactive; ANO1 activ: inactive; KCNK9 block: inactive; hERG rescue: -7; KCNQ1 act: inactive

How did O=C(Cc1c(C(=O)O)[nH]c2ccc(Cl)cc12)Nc1ccc2c(c1)OCCO2 do in these assays?
KCNK3 inh: inactive; HDAC3 inh: 6; TMEM16A inh: inactive; RGS4 inh: inactive; KCNQ1 block: inactive; RGS4 pot: inactive; ANO1 activ: inactive; KCNK9 block: inactive; hERG rescue: -10; KCNQ1 act: inactive; SKKanGAS inh: -10

Results for O=C(CSc1n[nH]c(-c2ccccc2)n1)N1CCOCC1 ?
KCNK3 inh: inactive; HDAC3 inh: -1; TMEM16A inh: inactive; RGS4 inh: inactive; KCNQ1 block: inactive; RGS4 pot: inactive; ANO1 activ: inactive; KCNK9 block: inactive; hERG rescue: -4; KCNQ1 act: inactive; SKKanGAS inh: 1

How did O=S(=O)(c1ccc(F)cc1)N1CCN(S(=O)(=O)c2cc(F)ccc2F)CC1 do in these assays?
KCNK3 inh: inactive; HDAC3 inh: -1; TMEM16A inh: inactive; RGS4 inh: inactive; KCNQ1 block: inactive; RGS4 pot: inactive; ANO1 activ: inactive; KCNK9 block: inactive; hERG rescue: -12; KCNQ1 act: inactive; SKKanGAS inh: 0

What do the screens show for `CC(=O)Oc1ccc(/C=C2\C=C(c3ccc(C)cc3)OC2=O)cc1`?
KCNK3 inh: inactive; HDAC3 inh: 7; TMEM16A inh: inactive; RGS4 inh: inactive; KCNQ1 block: inactive; RGS4 pot: inactive; ANO1 activ: inactive; KCNK9 block: inactive; hERG rescue: -8; KCNQ1 act: inactive; SKKanGAS inh: -4

Results for O=C(NCc1ccccc1)NC1(C(=O)Nc2ccc3c(c2)OCCO3)CCCCC1 ?
KCNK3 inh: inactive; HDAC3 inh: 5; TMEM16A inh: inactive; RGS4 inh: inactive; KCNQ1 block: inactive; RGS4 pot: inactive; ANO1 activ: inactive; KCNK9 block: inactive; hERG rescue: -9; KCNQ1 act: inactive; SKKanGAS inh: 5

Results for CCOC(=O)c1c(NC(=O)C2(C)Cc3ccccc3C(=O)O2)sc2c1CCCC2 (stereo not drawn) ?
KCNK3 inh: inactive; HDAC3 inh: 3; TMEM16A inh: inactive; RGS4 inh: inactive; KCNQ1 block: inactive; RGS4 pot: inactive; ANO1 activ: inactive; KCNK9 block: inactive; hERG rescue: -6; KCNQ1 act: inactive; SKKanGAS inh: -17

Results for Cc1ccc(-c2noc(CSc3nnc(Cc4cccs4)n3-c3ccccc3)n2)cc1 ?
KCNK3 inh: inactive; HDAC3 inh: -11; TMEM16A inh: inactive; RGS4 inh: inactive; KCNQ1 block: inactive; RGS4 pot: inactive; ANO1 activ: inactive; KCNK9 block: inactive; hERG rescue: -15; KCNQ1 act: inactive; SKKanGAS inh: 6

How did FC(F)Oc1ccc(/C=N/n2c(Cc3ccc(Br)cc3)n[nH]c2=S)cc1 do in these assays?
KCNK3 inh: inactive; HDAC3 inh: 1; TMEM16A inh: inactive; RGS4 inh: inactive; KCNQ1 block: inactive; RGS4 pot: inactive; ANO1 activ: inactive; KCNK9 block: inactive; hERG rescue: -9; KCNQ1 act: inactive; SKKanGAS inh: 19

What do the screens show for `Cc1ccc(C(=O)Oc2ccccc2N2CCOCC2)cc1`?
KCNK3 inh: inactive; HDAC3 inh: 0; TMEM16A inh: inactive; RGS4 inh: inactive; KCNQ1 block: inactive; RGS4 pot: inactive; ANO1 activ: inactive; KCNK9 block: inactive; hERG rescue: -1; KCNQ1 act: inactive; SKKanGAS inh: 8

What do the screens show for `CCOC(=O)c1sc(NC(=O)c2cccc(S(=O)(=O)N(CC)CC)c2)cc1C`?
KCNK3 inh: inactive; HDAC3 inh: -23; TMEM16A inh: inactive; RGS4 inh: inactive; KCNQ1 block: inactive; RGS4 pot: inactive; ANO1 activ: inactive; KCNK9 block: inactive; hERG rescue: -16; KCNQ1 act: inactive; SKKanGAS inh: -3

How did Cc1ccccc1N(C(=O)c1snc(C(N)=O)c1N)C(C)C(=O)NC1CCCCC1 (stereo not drawn) do in these assays?
KCNK3 inh: inactive; HDAC3 inh: -19; TMEM16A inh: inactive; RGS4 inh: inactive; KCNQ1 block: inactive; RGS4 pot: inactive; ANO1 activ: inactive; KCNK9 block: inactive; hERG rescue: -1; KCNQ1 act: inactive; SKKanGAS inh: 2

What do the screens show for `COc1ccccc1C1CCN(Cc2ccccc2)CC1`?
KCNK3 inh: inactive; HDAC3 inh: -9; TMEM16A inh: inactive; RGS4 inh: inactive; KCNQ1 block: inactive; RGS4 pot: inactive; KCNK9 block: inactive; hERG rescue: -7; KCNQ1 act: inactive; SKKanGAS inh: 1

What do the screens show for `COc1cc(OC)c(C2Nc3cccc4cccc(c34)N2)c(OC)c1`?
KCNK3 inh: inactive; HDAC3 inh: -12; TMEM16A inh: inactive; RGS4 inh: inactive; KCNQ1 block: inactive; RGS4 pot: inactive; ANO1 activ: inactive; KCNK9 block: inactive; hERG rescue: -7; KCNQ1 act: inactive; SKKanGAS inh: 8

What do the screens show for `CC(Sc1n[nH]c(N)n1)C(=O)C12CC3CC(CC(C3)C1)C2` (stereo not drawn)?
KCNK3 inh: inactive; HDAC3 inh: 1; TMEM16A inh: inactive; RGS4 inh: inactive; KCNQ1 block: inactive; RGS4 pot: inactive; ANO1 activ: inactive; KCNK9 block: inactive; hERG rescue: -3; KCNQ1 act: inactive; SKKanGAS inh: -4

How did Cc1cc(Nc2cccc(F)c2)nc(N2CCOCC2)n1 do in these assays?
KCNK3 inh: inactive; HDAC3 inh: 6; TMEM16A inh: inactive; RGS4 inh: inactive; KCNQ1 block: inactive; RGS4 pot: inactive; ANO1 activ: inactive; KCNK9 block: inactive; hERG rescue: -6; KCNQ1 act: inactive; SKKanGAS inh: 4

What do the screens show for `CCOC(=O)C1(Cc2cccc(OC)c2)CCCN(C(=O)c2cc(C)[nH]n2)C1` (stereo not drawn)?
KCNK3 inh: inactive; HDAC3 inh: 2; TMEM16A inh: inactive; RGS4 inh: inactive; KCNQ1 block: inactive; RGS4 pot: inactive; ANO1 activ: inactive; KCNK9 block: inactive; hERG rescue: 1; KCNQ1 act: inactive; SKKanGAS inh: -3

How did COc1ccccc1C(=O)NCCC(=O)N(C)CC(=O)Nc1ccc(N2CCOCC2)cc1 do in these assays?
KCNK3 inh: inactive; HDAC3 inh: 0; TMEM16A inh: inactive; RGS4 inh: inactive; KCNQ1 block: inactive; RGS4 pot: inactive; ANO1 activ: inactive; KCNK9 block: inactive; hERG rescue: -6; KCNQ1 act: inactive; SKKanGAS inh: -2

What do the screens show for `Cc1cc(OCC(=O)NNC(=O)c2ccncc2)ccc1C(C)C`?
KCNK3 inh: inactive; HDAC3 inh: 10; TMEM16A inh: inactive; RGS4 inh: inactive; KCNQ1 block: inactive; RGS4 pot: inactive; ANO1 activ: inactive; KCNK9 block: inactive; hERG rescue: -11; KCNQ1 act: inactive; SKKanGAS inh: -17

Results for Cc1cccc(OCC(=O)NCCCNC(=O)c2ccccn2)c1 ?
KCNK3 inh: inactive; HDAC3 inh: 1; TMEM16A inh: inactive; RGS4 inh: inactive; KCNQ1 block: inactive; RGS4 pot: inactive; ANO1 activ: inactive; KCNK9 block: inactive; hERG rescue: -7; KCNQ1 act: inactive; SKKanGAS inh: 2

How did Cc1ccc(C2C(C#N)=C(N)N(c3ncn[nH]3)C3=C2C(=O)CC(C)(C)C3)cc1 (stereo not drawn) do in these assays?
KCNK3 inh: inactive; HDAC3 inh: -1; TMEM16A inh: inactive; RGS4 inh: inactive; KCNQ1 block: inactive; RGS4 pot: inactive; ANO1 activ: inactive; KCNK9 block: inactive; hERG rescue: -8; KCNQ1 act: inactive; SKKanGAS inh: -8

Screens as filed in PubChem.
